tim10-1 inh: growth inhibitors of tim10-1 mutant yeast; S. cerevisiae tim10-1 ts strain growth, BacTiter-Glo, 24 h; inhibition, % at 20 µM; 330,000 tested, 2.2% active; AID 463190;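 active = inhibition of at least 40%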;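 note: mutant grown at 25 °C; 0% = DMSO wells with yeast and 100% = wells holding no yeast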
NLRP3 yeast inh: inhibitors of NALP3 inflammasome in yeast. Yeast reconstituted NLRP3/ASC/caspase-1, beta-gal luminescence, 24 h. inhibition, % at 10 µM. 330,000 tested, 0.39% active. AID 2825;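 active = inhibition of 50% or more; inactive = inhibition below 50%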;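 note: plate controls were induced DMSO wells for no effect and uninduced yeast grown without galactose for full effect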
mIAP activ: increases mouse intestinal alkaline phosphatase activity; 330,000 tested, 0.24% active; activation factor at 10 µM; AID 2805; muIAP, CDP-Star luminescence, 30 min; stronger effect = higher value; 1 = vehicle-only enzyme signal, 0 = enzyme-free wells;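 active = activation factor of at least 2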; note: the source names both 10 and 20 µM as test concentration; values of inactives mirror those of a sister screen read the other way
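Assay system: mouse IAP enzyme / Compound: DMSO-dissolved test compounds / Timing: 30 min, room temperature / Measured by: luminescence from enzymatic CDP-Star hydrolysis / Control set: DMSO-only wells, enzyme-free buffer wells as negative control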
mIAP block: blocks mouse intestinal alkaline phosphatase; purified mouse IAP, CDP-Star luminescence, 30 min; inhibition, % at 10 µM; 330,000 tested, 0.2% active; AID 2806;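 active = inhibition of at least 40% at 10 µM in the primary screen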;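 note: plate controls were DMSO with enzyme for no effect and no enzyme wells for full effect; values of inactives mirror those of a sister screen read the other way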
MIN6 prolif: MIN6 beta-cell proliferation induction. MIN6 cells proliferation, ATPlite luminescence, 48 h; cells starved in 0.2% serum; 100% = growth in 10% serum. AID 2380. 330,000 tested, 0.29% active. proliferation, % at 10 µM;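 active = compounds whose signal lies at least 3.5 SD above the mean of all wells on their plate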;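 note: 0% = DMSO-treated cells in low-serum medium and 100% = 10% serum control; some compounds called inactive have numbers as strong as hits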
A3A deaminase: blocks human APOBEC3A ssDNA deamination; recombinant A3A, FAM/TAMRA ssDNA deamination fluorescence; inhibition, % at 20 µM; AID 493011; 330,000 tested, 0.41% active;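 active = at least 40% inhibition at 20 µM here, with at most 30% in a related deaminase screen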;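 note: plate controls were A3A with DMSO for no effect and wells lacking A3A enzyme for full effect; some results filed as inactive read as strong as hits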
Target sequence (P31941 whole entry, looked up): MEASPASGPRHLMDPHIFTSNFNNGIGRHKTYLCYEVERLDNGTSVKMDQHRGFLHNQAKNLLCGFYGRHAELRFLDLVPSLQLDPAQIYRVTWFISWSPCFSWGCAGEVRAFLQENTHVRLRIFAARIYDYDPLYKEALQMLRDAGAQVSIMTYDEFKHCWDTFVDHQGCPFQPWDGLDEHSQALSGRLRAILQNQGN
hIAP block: human IAP inhibition; purified IAP, CDP-Star luminescence, 30 min; inhibition, % at 10 µM; 330,000 tested, 0.12% active;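 active = inhibition reaching a set limit with compound at 10 µM in the primary screen, cut at about 35% in these data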;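 note: plate controls were DMSO wells with enzyme for no effect and no-enzyme buffer wells for full effect; values of inactives mirror those of a sister screen read the other way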
TIM10 inh: TIM10 yeast growth inhibition; 330,000 tested, 1.4% active; inhibition, % at 10 µM; S. cerevisiae TIM10 strain growth, BacTiter-Glo luminescence, 24 h;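 active = inhibition of 40% or more at the single tested concentration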;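 note: wild-type TIM10 isogenic control strain grown at permissive 25 °C; 0% = DMSO yeast wells and 100% = minimal medium wells without yeast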
APOBEC3G inh: blocks human APOBEC3G single-stranded DNA deamination; 330,000 tested, 0.28% active; recombinant A3G, ssDNA deamination FAM/TAMRA fluorescence; inhibition, % at 20 µM; Q9HC16;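 active = inhibition of at least 40% at 20 µM, with no more than 30% in the related APOBEC3A deaminase screen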;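 note: plate controls were DMSO wells with A3G for no effect and wells lacking A3G enzyme for full effect; some compounds called inactive have numbers as strong as hits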
Target sequence (Q9HC16 whole entry, looked up): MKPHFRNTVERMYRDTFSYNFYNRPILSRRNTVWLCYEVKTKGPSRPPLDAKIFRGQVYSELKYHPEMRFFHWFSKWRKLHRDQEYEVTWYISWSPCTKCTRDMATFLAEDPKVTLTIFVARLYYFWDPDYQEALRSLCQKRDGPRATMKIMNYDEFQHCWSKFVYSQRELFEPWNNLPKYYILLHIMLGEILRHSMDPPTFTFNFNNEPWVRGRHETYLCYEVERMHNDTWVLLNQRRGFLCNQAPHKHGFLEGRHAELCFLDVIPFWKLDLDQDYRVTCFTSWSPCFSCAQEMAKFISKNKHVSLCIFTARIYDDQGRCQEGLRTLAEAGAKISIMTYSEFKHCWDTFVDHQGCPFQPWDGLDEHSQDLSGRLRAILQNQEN
* hit, by the source's call.

SMILES	tim10-1 inh	NLRP3 yeast inh	mIAP activ	mIAP block	MIN6 prolif	A3A deaminase	hIAP block	TIM10 inh	APOBEC3G inh
COc1ccc(CCNC(=O)NC2CCCCC2)cc1	9	7	0.94	6	-1	-1	2	-2	2
C=CCNC(=O)NC(=O)COC(=O)CNS(=O)(=O)c1ccc(F)c(F)c1F	-4	18	0.97	2	-3	-5	7	12	-8
COC(=O)CNC(=O)c1cc(-c2ccncc2)nc2ccccc12	14	14	1.1	-7	1	5	-6	-10	-8
CCc1ccc(OCC(=O)N/N=C(\C)c2ccccc2OC(F)F)cc1	35	4	0.92	8	0	-2	-8	-20	-6
COc1ccc2[nH]c3nc(SC(C)C)nnc3c2c1	-12	25	0.91	9	-7	-1	-13	1	-1
O=C(CN1CCN(c2ccc(C(F)(F)F)cn2)CC1)Nc1ccc2c(c1)OCO2	-1	12	1.1	-14	-3	10	0	-1	-3
CCC(CO)Oc1cc(NCc2ccncc2)c2ncn(C(C)C)c2c1 (stereo not drawn)	-14	7	0.96	4	0	-1	10	-1	-5
COc1ccc(CC(=O)N2CCCc3ccccc32)cc1	25	18	1.1	-7	0	4	-9	1	2
O=C(c1ccc(Cn2c(=S)[nH]c3ccc(N4CCOCC4)cc3c2=O)cc1)N1CCC(N2CCCCC2)CC1	-1	9	0.95	4	-2	-2	-7	4	-8
CC(OC(=O)c1ccc(=O)n(Cc2ccccc2)n1)C(=O)Nc1cccc(Cl)c1 (stereo not drawn)	-13	5	0.94	6	0	4	0	-16	-5
O=C(Nc1ccc(NC(=O)c2ccco2)c(Cl)c1)c1ccccc1	-49	25	1	-2	0	3	-9	-7	4
CC(C)(C)c1ccc(/C=C/C(=O)c2ccc(NC3=NCCCS3)cc2)cc1	43*	8	1.1	-7	-6	0	22	26	-2
Cc1cccc(NC(=O)c2cc3ccccc3c(=O)o2)n1	19	16	1	-2	-4	0	16	10	-7
CCn1c(=NC(=O)c2ccc(S(=O)(=O)N(C)C)cc2)sc2cccc(OC)c21	11	0	1	-5	-6	0	-2	28	-3
CCc1ccccc1S(=O)(=O)Cc1ccc(C(=O)N2CCN(c3ccccc3OC)CC2)o1	23	7	1	-4	-1	-4	12	11	-9
CN(CC(=O)N1CCN(Cc2ccccc2)CC1)S(=O)(=O)c1cccc2nsnc12	12	10	0.93	7	2	-4	5	-6	-10
CCCC(=O)NC(c1ccc(Cl)cc1)c1ccc2cccnc2c1O (stereo not drawn)	-4	12	1	-5	-3	5	-42	-23	-3
COc1cccc(/C=C2/SC(=O)N(CC(=O)N3CCc4ccccc4C3)C2=O)c1OCC(=O)O	-5	16	1	0	-3	1	6	-1	0
Cc1nccn1-c1c([N+](=O)[O-])c(=O)n(C)c2ccccc12	-17	15	1	-4	2	5	-15	-11	2
CC(=O)Nc1ccc(S(=O)(=O)Nc2ccc3c(c2)CCC3)cc1	15	11	1	-2	-1	1	-9	3	5
CN(C(=O)COc1cccc(C#N)c1)C1CCS(=O)(=O)C1 (stereo not drawn)	17	8	0.9	10	1	-1	-12	3	0
COc1ccc(C(=O)NC(=S)N2CCCCC2c2cccnc2)cc1OC (stereo not drawn)	27	12	1.1	-13	-1	2	12	5	5
COC(=O)c1ccc(Cn2c(CN3CCOCC3)nc3ccccc3c2=O)o1	12	13	1	-4	1	-4	-2	-1	-4
Cc1cccc(-n2c(SCC(=O)N3CCCC3)nnc2-c2ccccn2)c1C	19	8	0.95	5	1	3	-12	17	-2
Cc1nc(N)nc(N/N=C/c2ccccc2)n1	-7	5	1.1	-5	-2	-10	-7	-19	-6
Nc1nc(-c2ccc3c(c2)CCO3)cs1	13	9	0.95	5	-4	0	15	-3	-2
COc1ccccc1-n1cc(-c2ccc([N+](=O)[O-])cc2)[nH]c1=S	4	26	0.87	13	-2	3	7	2	-7
COP1(=O)C=C[C@H](N(Cc2ccccc2)S(=O)(=O)c2ccccc2[N+](=O)[O-])[C@@H](C)O1 (stereo partly drawn)	10	6	1	-4	-3	-2	7	12	-13
CCn1cc(C(=O)N2CC(C)CC(C)C2)c(=O)c2cc(S(=O)(=O)N(C)C)ccc21 (stereo not drawn)	5	11	1.1	-11	-3	1	-3	-2	3
CCOC(=O)c1sc(NC(=O)CSc2nc(C)cc(C(F)(F)F)n2)c(C#N)c1C	19	7	0.81	19	-3	-2	11	6	6

Full records, quoted from the list.
`Cc1nc(N)nc(N/N=C/c2ccccc2)n1` in the list: tim10-1 inh: -7; NLRP3 yeast inh: 5; mIAP activ: 1.1; mIAP block: -5; MIN6 prolif: -2; A3A deaminase: -10; hIAP block: -7; TIM10 inh: -19; APOBEC3G inh: -6
`Nc1nc(-c2ccc3c(c2)CCO3)cs1` in the list: tim10-1 inh: 13; NLRP3 yeast inh: 9; mIAP activ: 0.95; mIAP block: 5; MIN6 prolif: -4; A3A deaminase: 0; hIAP block: 15; TIM10 inh: -3; APOBEC3G inh: -2

Continued.
SMILES	tim10-1 inh	NLRP3 yeast inh	mIAP activ	mIAP block	MIN6 prolif	A3A deaminase	hIAP block	TIM10 inh	APOBEC3G inh
Cn1c(N)c(C(=O)CSc2nnc(C3CC3)n2-c2ccccc2)c(=O)[nH]c1=O	-11	6	0.9	10	-3	2	-15	3	1
COc1ccc(OCc2cc(C(=O)NCC(C)(C)N3CCOCC3)no2)c(Cl)c1	13	4	1	-2	-5	-3	7	-2	-6
CC1(C)Cc2c(sc3ncn(N)c(=N)c23)CO1	19	7	1.1	-6	5	-14	-4	1	4
COCCN(C(=O)c1ccccc1F)c1c(N)n(Cc2ccccc2)c(=O)[nH]c1=O	1	11	0.94	6	-2	-3	5	5	-11
Nc1cc(C(F)(F)F)ccc1NCCc1ccccn1	34	27	1	-4	0	-12	-20	6	-7
CCOc1ccccc1NC(=O)c1cccc(NC(=O)C(C)C)c1	22	5	0.96	4	-1	0	-9	7	-4
CCc1cccc(C)c1NC(=O)C1CCN(C(=O)c2ccc([N+](=O)[O-])cc2)CC1	-3	-1	1	-1	0	-1	-1	10	-2
COc1cccc(CNC(=O)C2CCN(S(=O)(=O)N3CCCCC3)CC2)c1	9	12	1	-2	0	4	-2	-5	-1
Cc1cc(NC(=O)COC(=O)C2CCN(S(=O)(=O)c3c(Cl)cccc3Cl)CC2)no1	16	7	1.1	-8	0	6	-11	-11	0
CC(C)CC1(C)NC(=O)N(CCN2C(=O)c3ccccc3C2=O)C1=O (stereo not drawn)	21	-5	1	-1	-3	0	3	12	-5

Given with values under each structure: entries from further up.
Order of values: tim10-1 inh	NLRP3 yeast inh	mIAP activ	mIAP block	MIN6 prolif	A3A deaminase	hIAP block	TIM10 inh	APOBEC3G inh
- Nc1cc(C(F)(F)F)ccc1NCCc1ccccn1
  34	27	1	-4	0	-12	-20	6	-7
- COc1ccccc1-n1cc(-c2ccc([N+](=O)[O-])cc2)[nH]c1=S
  4	26	0.87	13	-2	3	7	2	-7
- Cc1cccc(-n2c(SCC(=O)N3CCCC3)nnc2-c2ccccn2)c1C
  19	8	0.95	5	1	3	-12	17	-2
- CN(C(=O)COc1cccc(C#N)c1)C1CCS(=O)(=O)C1 (stereo not drawn)
  17	8	0.9	10	1	-1	-12	3	0
- CC(=O)Nc1ccc(S(=O)(=O)Nc2ccc3c(c2)CCC3)cc1
  15	11	1	-2	-1	1	-9	3	5
- COc1ccc(CC(=O)N2CCCc3ccccc32)cc1
  25	18	1.1	-7	0	4	-9	1	2

The main list resumes, repeating the 2 entries before the break.
SMILES	tim10-1 inh	NLRP3 yeast inh	mIAP activ	mIAP block	MIN6 prolif	A3A deaminase	hIAP block	TIM10 inh	APOBEC3G inh
Cc1cc(NC(=O)COC(=O)C2CCN(S(=O)(=O)c3c(Cl)cccc3Cl)CC2)no1	16	7	1.1	-8	0	6	-11	-11	0
CC(C)CC1(C)NC(=O)N(CCN2C(=O)c3ccccc3C2=O)C1=O (stereo not drawn)	21	-5	1	-1	-3	0	3	12	-5
O=C(NCC1CCCO1)c1ccc2c3n(nc2c1)-c1ccccc1CO3 (stereo not drawn)	15	11	0.87	13	-4	2	8	15	2
COCCCNC(=O)c1ccc(CS(=O)(=O)c2ccc(Br)cc2)o1	-4	13	0.97	3	3	-3	8	-4	-4
O=C1NC(=O)/C(=C/c2ccc(OS(=O)(=O)c3ccc(F)cc3F)cc2)N1	-16	-6	0.89	11	-1	1	-12	-13	2
Cc1cccn2c(=O)c3cc(C(=O)N4CCOCC4)n(C)c3nc12	14	15	0.96	4	-2	-7	-13	7	-4
O=S(=O)(Nc1ncccn1)c1ccc(NS(=O)(=O)c2cc(Cl)ccc2Cl)cc1	-10	-10	0.86	14	0	-3	-9	12	-5
CC(C)Oc1ccc(C(=O)Nc2ccc(S(=O)(=O)N3CCN(C)CC3)cc2)cc1	3	7	0.96	4	1	-2	-22	4	-8
CCCOC(=O)c1ccc2c(c1)C(=O)N(c1ccccc1)C2=O	1	22	0.98	2	0	-3	12	7	-1
CCc1ccccc1NC(=O)CC1SCCNC1=O (stereo not drawn)	5	21	1.1	-5	-2	-1	3	5	-3
CCCn1nc2cc(C(=O)NCc3ccc(C)cc3)ccc2c1OCC	18	15	1	-4	4	0	-3	-17	-6
Cc1nnc(NC(=O)c2cccc(S(=O)(=O)N3CCc4ccccc43)c2)s1	5	2	0.84	16	0	3	8	9	-9
CN(NC(N)=O)c1ncc(C(F)(F)F)cc1Cl	-4	4	1.1	-7	1	4	18	6	-1
CCn1c(SCc2ccc(C(=O)Nc3cc(C)cc(C)c3)cc2)nnc1-c1ccncc1	20	15	1	-4	0	0	2	9	5
COc1ccccc1-c1oc2ccccc2c1C#CCO	7	-18	1	-4	-1	1	2	4	-5
O=C(CSc1nnc(CNC(=O)c2ccccc2F)o1)Nc1ccc2c(c1)OCCO2	0	2	0.88	12	-5	2	-11	-13	1
Cc1cc(Nc2ccc(F)c(Cl)c2)n2nc(C)nc2n1	24	-8	0.83	17	0	-1	0	4	1
Cn1cnc(C(=O)NC2CCN(C(=O)OC(C)(C)C)CC2)c1C(=O)NC1CCN(C(=O)OC(C)(C)C)CC1	23	29	1.2	-16	-1	-2	-15	5	-7

From PubChem BioAssay
